CHRM1 PAM: human M1 muscarinic receptor positive allosteric modulators, primary screen, CHO-K1 cells, Fluo-8 calcium fluorescence, 1536-well | activation, % at 3 µM | 360,000 tested, 0.088% active | CHO-K1 hM1, ACh EC20; 0% = ACh EC20, 100% = maximal ACh | Muscarinic acetylcholine receptor M1 (Homo sapiens), P11229; in the data active = activation above about 19%, passing the limit was not always enough
CHRM1 antagonist: human M1 muscarinic receptor antagonists, primary screen, CHO-K1 cells, Fluo-8 calcium fluorescence, 1536-well. Muscarinic acetylcholine receptor M1 (Homo sapiens), P11229. CHO-K1 hM1, ACh EC80 antagonist. inhibition, % at 3 µM. 360,000 tested, 1.3% active. AID 588852, 2011;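 active = percent inhibition above its own plate's cutoff, namely the mean of that plate's compound wells plus 3 SD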;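 also: peak over basal fluorescence ratio during 140 s after agonist addition; 0% = ACh EC80 plus DMSO and 100% = DMSO alone without agonist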
M1 ag parental: counter-screen for M1 agonists: effect in parental CHO-K1 cells. Fluo-8 calcium fluorescence; scaled to maximal ATP response, vehicle zero. activation, % at 3 µM. 360,000 tested, 0.48% active. AID 602248, 2012; in the data active = activation above about 15%;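 also: untransfected CHO-K1 host cells lacking M1 receptor as counterscreen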
OXTR potentiate: human OXTR potentiators, primary screen, fluorescence, CHO-OTR cells, Fluo-8 calcium; Fluo-8 calcium fluorescence, potentiator mode; 0% = oxytocin EC15, 100% = EC100; activation, % at 3 µM; 320,000 tested, 0.061% active; AID 2445, 2010;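 active = activation above that plate's cutoff, the mean activation of tested compounds plus 3 SD, cut at about 6.6% in these data, passing the limit was not always enough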;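 also: 100% uses oxytocin at 75 nM as the full agonist control; some results filed as inactive read as strong as hits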
Target sequence (P30559 whole entry, looked up): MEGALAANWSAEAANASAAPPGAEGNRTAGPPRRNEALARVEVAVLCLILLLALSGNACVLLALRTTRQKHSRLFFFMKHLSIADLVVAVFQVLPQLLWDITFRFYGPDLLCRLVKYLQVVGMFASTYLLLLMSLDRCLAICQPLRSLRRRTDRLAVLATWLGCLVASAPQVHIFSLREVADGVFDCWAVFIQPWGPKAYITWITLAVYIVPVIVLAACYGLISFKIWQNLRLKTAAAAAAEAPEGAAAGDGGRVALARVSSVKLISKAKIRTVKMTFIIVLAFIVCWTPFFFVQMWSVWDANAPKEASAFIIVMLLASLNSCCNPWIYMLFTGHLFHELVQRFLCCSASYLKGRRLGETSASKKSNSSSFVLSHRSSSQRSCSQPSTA
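Dosing: Single dose, 3.0 µM nominal final compound concentration | Material: Human OTR in CHO cells | Technique: Kinetic Fluo-8 calcium fluorescence | Benchmarks: EC15 oxytocin alone as 0%, 75 nM oxytocin as 100% | Probe or stimulus: Oxytocin at about EC15, sub-maximal agonist stimulus | Incubation: Compound 6 min at room temperature before oxytocin, 100 s read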
CHRM4 antagonist: human M4 muscarinic receptor antagonists, primary screen, CHO cells, Fluo-8 calcium fluorescence; Muscarinic acetylcholine receptor M4 (Homo sapiens), P08173; CHO-hM4 cells, ACh EC80; inhibition, % at 3 µM; 360,000 tested, 0.73% active;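 active = inhibition above its plate's cutoff, the mean inhibition of sample wells plus 3 SD, cut at about 27% in these data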;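 also: 0% = acetylcholine EC80 with DMSO and 100% = DMSO without agonist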
Target sequence (P08173 whole entry, looked up): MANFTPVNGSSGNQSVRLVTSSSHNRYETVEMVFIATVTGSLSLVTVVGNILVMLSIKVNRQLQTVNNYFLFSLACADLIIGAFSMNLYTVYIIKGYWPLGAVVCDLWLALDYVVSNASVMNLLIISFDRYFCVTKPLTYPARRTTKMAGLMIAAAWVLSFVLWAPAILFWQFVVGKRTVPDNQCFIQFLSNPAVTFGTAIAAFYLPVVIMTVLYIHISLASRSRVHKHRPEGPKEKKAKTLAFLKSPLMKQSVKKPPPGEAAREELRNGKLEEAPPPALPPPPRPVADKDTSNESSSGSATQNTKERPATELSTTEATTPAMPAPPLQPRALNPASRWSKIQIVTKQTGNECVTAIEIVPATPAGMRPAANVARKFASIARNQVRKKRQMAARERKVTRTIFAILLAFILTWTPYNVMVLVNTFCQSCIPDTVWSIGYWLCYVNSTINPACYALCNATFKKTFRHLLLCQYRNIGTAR
CHO parental Ca: ATP-evoked calcium signal inhibitors, parental CHO, primary screen, counter-screen for OX1R antagonist project, cell-based, fluorescence, Fluo-8 calcium dye; parental CHO-K1, ATP-induced calcium, Fluo-8 fluorescence; inhibition, % at 5.6 µM; 330,000 tested, 0.63% active; AID 463079, 2010;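 active = inhibition above that plate's mean sample inhibition plus 3 SD, cut at about 26% in these data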;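 also: 0% = ATP-challenged DMSO wells and 100% = DMSO wells without ATP; some compounds past the cut are filed as inactive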
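Assay system: untransfected parental CHO cell line. Also added: ATP agonist challenge. Dosing: one dose, 5.6 µM nominal. Measured by: Fluo-8 fluorescence. Read-out: % inhibition. Benchmarks: ATP wells versus no-ATP DMSO wells. Repeats: no replicates.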
CHO-K1 Ca antag: M1 antagonist counterscreen hit in parental CHO-K1 cells | AID 602250 | 360,000 tested, 0.6% active | ATP-induced calcium, Fluo-8 fluorescence | inhibition, % at 3 µM;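 active = inhibition above a per-plate cutoff, the plate's mean sample inhibition plus 3 SD, cut at about 24% in these data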;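 also: 0% = DMSO plus EC80 ATP and 100% = DMSO alone without ATP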
M1 ag: human M1 muscarinic receptor agonists, primary screen, Fluo-8 calcium fluorescence, CHO-K1 cells, HTS. 360,000 tested, 0.33% active. CHO-K1 hM1, agonist mode; 0% DMSO, 100% acetylcholine EC100. activation, % at 3 µM. Muscarinic acetylcholine receptor M1 (Homo sapiens), P11229;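 active = activation above the run's mean compound activation plus 3 SD, cut at about 16% in these data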;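 also: peak over basal fluorescence ratio within a 140 s kinetic read after compound addition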
M4 ag: human M4 muscarinic receptor agonists, primary screen, CHO-K1 cells, Fluo-8 calcium fluorescence. AID 624127, 2012. Muscarinic acetylcholine receptor M4 (Homo sapiens), P08173. activation, % at 3 µM. 360,000 tested, 0.14% active. CHO-K1 hM4/Gqi5; vehicle 0%, full acetylcholine response 100%;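 active = activation above the run mean over all test wells plus 3 SD, cut at about 32% in these data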;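 also: peak over basal fluorescence ratio per well then scaled between controls; 0% = DMSO wells and 100% = acetylcholine at EC100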
* = called active by the depositor; · = no result given. No enrichment for hits. Share with any hit: about 2.9%.

Results follow in this order: CHRM1 PAM	CHRM1 antagonist	M1 ag parental	OXTR potentiate	CHRM4 antagonist	CHO parental Ca	CHO-K1 Ca antag	M1 ag	M4 ag
O=C(COc1ccccc1)NS(=O)(=O)c1ccc(Cl)cc1
→ 10	-6	1.8	-2	3	-3	-6	-2	0
CCC(=O)N1CCc2cc(Br)cc(S(=O)(=O)CCC(=O)NCC3CCCO3)c21 (stereo unspecified)
→ 2	1	0.3	-12	3	-12	-12	-2	1
C=CCn1c(C)cc(C(=O)CN2C(=O)c3ccccc3C2=O)c1C
→ 5	-9	0.8	4	2	-10	-16	-1	2
CC(Sc1nc2ccccc2c(=O)n1C)C(=O)NC1CCCCC1C (stereo unspecified)
→ 6	5	-0.2	-6	-7	-5	8	1	1
CCN(C[C@H]1N[C@@](Cc2ccccc2)(C(=O)OC)[C@H]2C(=O)N(C)C(=O)[C@@H]12)C(=O)Nc1ccc(C(F)(F)F)cc1
→ 10	-17	0.6	1	-4	-20	-12	3	1
COc1cccc(N(C(=O)CNC(=O)c2ccco2)C(C(=O)NC2CCCC2)c2ccco2)c1 (stereo unspecified)
→ 4	2	0.4	-3	-7	-11	14	0	2
Cc1ccc(C)c(NC(=O)COC(=O)CNC(=O)c2ccccc2Cl)c1
→ 4	1	0.4	-10	-3	24	-16	-5	1
COc1ccc(S(=O)(=O)NCCc2cn3cccc(C)c3n2)cc1OC
→ 1	1	0.4	-2	-10	-4	-8	-7	0
COCCOC(=O)C1=C(N)Oc2c(oc(CO)cc2=O)C1c1c(F)cccc1Cl (stereo unspecified)
→ 5	-10	1.7	-12	-12	-12	3	-9	4
CC(C)N(C)CCOC(=O)c1ccccc1Cl
→ -21	14	0.3	9	3	-2	20	-11	0
O=S(=O)(O)c1nc2ccccc2n1CCOc1ccccc1
→ 1	-17	0.1	-11	2	-4	-12	-4	1
NC(N)=NC1=NC(=O)/C(=C/c2ccccc2-n2cccn2)S1
→ 8	-11	0.4	-19	0	-4	-14	-4	0
CC(C)Cc1ccc(-c2cc3nc(NCCCn4ccnc4)ccn3n2)cc1
→ 6	-2	-0.2	·	-2	·	23	-2	6
Cc1cc(/C=N\NC(=O)CC(=O)NC2CCCCC2)c(C)n1-c1ccc(Cl)c(Cl)c1
→ 5	-5	1.4	-9	-9	-16	-6	-3	-1
CCOc1ccc(N(CC(=O)NC(C)CC)S(C)(=O)=O)cc1 (stereo unspecified)
→ 11	-11	0.5	-8	-2	1	-4	-3	0
CC1(c2ccccc2)CC(C)(C)N(C(N)=O)c2ccccc21 (stereo unspecified)
→ 6	-13	0.2	-21	-4	-21	-9	-4	-2
CCCS(=O)(=O)Nc1ccc(-c2cn3c(n2)SCC3)cc1
→ 4	-6	0.5	-8	4	7	-9	-2	1
COC(=O)c1ccccc1NC(=O)Cn1c(=O)n(Cc2ccccc2)c(=O)c2c(C)c(C)sc21
→ 3	-2	-0.2	6	-4	-17	5	-2	0
CCOC(=O)N1CCN(C(=O)CCn2c(=S)[nH]c3ccsc3c2=O)CC1
→ -7	19	1.2	-4	7	-10	-1	-2	7
CC(O)C1CCC2C3CC[C@H]4CC(O)CCC4(C)C3CC3(OCCO3)C12C (stereo partly specified)
→ 8	-4	2.2	8	5	-8	-8	-5	-1
O=C1ON(Cc2ccccc2)C(c2ccccc2)N1c1ccccc1 (stereo unspecified)
→ 0	-5	0.0	·	-10	·	-6	-1	1
Cc1ccc(NC(=O)C2C(=O)N(C)c3ccccc32)cc1 (stereo unspecified)
→ -1	-1	-0.3	-3	13	-5	10	-6	0
CC(O)c1nc2ccc(Cc3ccc4nc(C(C)O)[nH]c4c3)cc2[nH]1 (stereo unspecified)
→ 10	-3	0.2	-17	13	11	13	0	0
Cc1c(OCC(=O)NCCCN2CCOCC2)ccc2c3c(c(=O)oc12)CCC3
→ 4	-3	1.3	-7	-3	-7	-18	-5	4
CCOC(=O)c1sc(/N=C/C2=C(O)CC(C)(C)CC2=O)c(C(=O)OCC)c1C
→ 2	-3	-0.8	3	1	-17	9	-4	-1
C=CCc1c(C)nc(C)nc1N/N=C/c1ccccc1
→ 5	-3	0.2	-6	-6	-12	-14	-4	1
Nc1ccc2[nH]c(=S)[nH]c2c1
→ 5	-18	1.1	·	-2	·	-17	-1	1
COc1ccccc1CNC(=O)c1ccc2ccccc2n1
→ -2	-4	1.1	-15	13	-31	-12	-5	-1
CN(CC(=O)NCc1ccc(Cl)cc1)S(=O)(=O)c1cccc2nsnc12
→ 2	4	1.4	-10	4	-21	-9	-4	1
O=C(/C=C/c1ccco1)Nc1cccc(NC(=O)/C=C/c2ccco2)n1
→ -10	12	5.4	-13	8	-9	6	-7	10

Fetched one by one from above:
Results follow in this order: CHRM1 PAM	CHRM1 antagonist	M1 ag parental	OXTR potentiate	CHRM4 antagonist	CHO parental Ca	CHO-K1 Ca antag	M1 ag	M4 ag
CCOC(=O)N1CCN(C(=O)CCn2c(=S)[nH]c3ccsc3c2=O)CC1
→ -7	19	1.2	-4	7	-10	-1	-2	7
CC(C)N(C)CCOC(=O)c1ccccc1Cl
→ -21	14	0.3	9	3	-2	20	-11	0

Other entries:
Results follow in this order: CHRM1 PAM	CHRM1 antagonist	M1 ag parental	OXTR potentiate	CHRM4 antagonist	CHO parental Ca	CHO-K1 Ca antag	M1 ag	M4 ag
O=C(Cc1ccccc1)NNS(=O)(=O)c1ccc(F)cc1
→ 10	-4	0.2	-6	-10	-4	-11	-2	3
COc1ccc(C2/C=C\CN(CC(C)C)CC(=O)N2Cc2ccc(F)cc2)cc1 (stereo unspecified)
→ -7	10	-0.5	-14	-2	-30	-13	-8	0
NC(=O)[C@@H]1CC2(CC(c3cccc(NC(=O)[C@H]4CCC(=O)N4)c3)=NO2)CN1C(=O)c1ccc(Cl)cc1 (stereo partly specified)
→ 6	-5	0.2	-6	-3	4	-11	-4	0
Fc1ccc(NC(=S)NCc2ccccc2Cl)cc1
→ -6	6	6.0	-6	9	-2	8	-5	5
COC(=O)Cc1[nH]n(-c2ccccc2)c(=O)c1C(C)=Nc1ccccc1
→ 5	-8	0.4	-1	-18	9	-4	-2	1
COc1cccc(C(=O)NCCNC(=O)c2ccc(C)nc2)c1
→ 0	0	0.1	0	-22	-4	-11	-2	1
O=C1NC2(CCOc3ccccc32)C(=O)N1CC(=O)N(Cc1ccccc1)C1CCS(=O)(=O)C1 (stereo unspecified)
→ 8	-25	-0.2	-16	-4	-15	-10	0	1
Cc1nc2c(c(-c3ccccc3)c1C#N)C(=O)c1ccccc1-2
→ 2	6	0.3	3	3	-8	-7	-3	1
Cc1ccccc1-n1nnnc1Sc1nnnn1-c1ccccc1
→ 3	-9	0.6	-14	6	3	-3	-3	3
CN1CCN(/N=C/c2nc(-c3cccc([N+](=O)[O-])c3)n3ccccc23)CC1
→ -8	8	0.1	-4	-9	-17	5	-13	3
CC(C)(C)Cc1c(-c2cccc(Cl)c2)nc2ccc(Cl)cn12
→ -8	-18	0.2	·	12	·	-15	-8	0
Cc1ccc(NC(=O)COC(=O)c2ccc[n+]([O-])c2)c(Br)c1
→ 21	-12	-0.4	-7	-4	-15	-9	4	1
OCC[C@H]1C[C@H](O)[C@@H](O)[C@]2(Cc3ccccc3CCO2)O1
→ 6	-7	1.1	-5	3	-1	-10	-5	2
CCC(C)[C@H]1CNCCN1CCc1cccc(F)c1 (stereo partly specified)
→ 2	-4	0.2	-7	-7	-7	-4	-6	1
O=[N+]([O-])c1cccc(CSC2=NCCN2S(=O)(=O)c2ccccc2)c1
→ -19	23	3.1	-10	-4	0	-2	-4	4
CC(=O)N(C)C1=C(N2CCOCC2)C(=O)c2ccccc2C1=O
→ -5	13	0.5	-6	11	-4	-14	-4	0
Nc1nc(SCC(=O)Nc2cccc([N+](=O)[O-])c2)n[nH]1
→ 2	-1	-0.3	-8	-9	-5	-6	-2	1
COc1cc(C)c2c(c1C=O)Oc1c(c(C)c(O)c3c1C(O)OC3=O)OC2=O (stereo unspecified)
→ -4	3	0.3	-5	-8	-8	1	-1	1
C/C(=N\NC(=O)c1cc(-c2cccnc2)nc2ccccc12)c1ccccc1O
→ 0	3	1.8	-2	-17	-10	-11	-8	3
O=C(CCCc1nc2ccccc2s1)NCc1ccc(F)cc1
→ 7	-13	0.0	-4	-20	-8	2	-1	0
NS(=O)(=O)c1cc(C(=O)N2CCNC(=O)C2)ccc1Cl
→ 2	5	3.3	-17	2	6	-9	0	1
CC(C)S(=O)(=O)N1CCN(c2ccnc3cc(Cl)ccc23)CC1
→ -1	-1	4.2	-4	2	-13	-5	0	7
CN1C(=S)SC2CS(=O)(=O)CC21 (stereo unspecified)
→ 6	-7	1.3	-9	16	-10	-8	-2	-1
CSc1n[nH]c2nc3c(c(=O)n12)C1(CCCCC1)Cc1ccccc1-3
→ 1	-4	0.3	0	-7	-7	-11	-2	0
O=C(O)C1CCN(C(=O)CCc2ccccc2)CC1
→ 20	-14	0.5	0	-12	-8	-6	2	1
CCCCN(C(=O)CN1C(=O)C2CC=CCC2C1=O)c1c(N)n(CCC)c(=O)[nH]c1=O (stereo unspecified)
→ 4	-1	0.4	-4	0	-10	-11	-2	0
Cc1ccc(CN2CCN(CCCc3ccccc3)CC2CCO)cc1 (stereo unspecified)
→ -5	-1	3.4	1	-14	-20	-2	-6	2

Complete entries, quoted from the list.
C=CCc1c(C)nc(C)nc1N/N=C/c1ccccc1 in the list: CHRM1 PAM: 5; CHRM1 antagonist: -3; M1 ag parental: 0.2; OXTR potentiate: -6; CHRM4 antagonist: -6; CHO parental Ca: -12; CHO-K1 Ca antag: -14; M1 ag: -4; M4 ag: 1
CC(O)c1nc2ccc(Cc3ccc4nc(C(C)O)[nH]c4c3)cc2[nH]1 (stereo unspecified) in the list: CHRM1 PAM: 10; CHRM1 antagonist: -3; M1 ag parental: 0.2; OXTR potentiate: -17; CHRM4 antagonist: 13; CHO parental Ca: 11; CHO-K1 Ca antag: 13; M1 ag: 0; M4 ag: 0
O=[N+]([O-])c1cccc(CSC2=NCCN2S(=O)(=O)c2ccccc2)c1 in the list: CHRM1 PAM: -19; CHRM1 antagonist: 23; M1 ag parental: 3.1; OXTR potentiate: -10; CHRM4 antagonist: -4; CHO parental Ca: 0; CHO-K1 Ca antag: -2; M1 ag: -4; M4 ag: 4
